EPAC2 antag = antagonists of human EPAC2 | EPAC2 GEF exchange of Rap1B-BODIPY-GDP, fluorescence | Q8WZA2 | Potency, µM (doses to about 114 µM), without a hit: at the top dose activity, negative = inhibition, hits mostly inhibitors | 360,000 tested, 0.18% active; also: potency is read from the fitted curve at half-maximal effect; % is scaled to controls: 0 for no effect and ±100 for the full control effect; nearly all actives have a fitted effect of over 45% in size; many of its hits are not listed in these tables
DRD3 antagonist = antagonists of human D3 dopamine receptor; 360,000 tested, 2.5% active; max response, negative = inhibition, %; D3R cells, DiscoveRx beta-arrestin luminescence, antagonist mode; hits give low values; in the data active = max response below about -50%; inconclusive = no clear call, values can overlap the other calls; also: % is scaled to controls: 0 for no effect and ±100 for the full control effect; mostly tested at two doses, the higher about 12 µM
Target sequence (P35462 whole entry, looked up): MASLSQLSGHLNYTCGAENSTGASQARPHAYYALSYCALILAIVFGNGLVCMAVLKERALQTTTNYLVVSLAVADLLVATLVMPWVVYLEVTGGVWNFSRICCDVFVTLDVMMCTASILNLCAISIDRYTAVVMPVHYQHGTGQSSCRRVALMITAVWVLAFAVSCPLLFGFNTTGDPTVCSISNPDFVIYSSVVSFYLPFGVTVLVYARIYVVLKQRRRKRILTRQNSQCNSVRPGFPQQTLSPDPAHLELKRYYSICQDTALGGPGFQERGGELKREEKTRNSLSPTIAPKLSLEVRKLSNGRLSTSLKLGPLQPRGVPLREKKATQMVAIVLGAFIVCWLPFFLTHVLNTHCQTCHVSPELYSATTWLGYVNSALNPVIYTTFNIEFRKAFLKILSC
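Cells plated overnight at 1500 cells/well, then exposed to library compounds with dopamine controls for 90 minutes at 37 degrees C. DiscoveRx reagent added for 30–60 minutes at room temperature; luminescence read, quantitative HTS format.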
DRD3 agonist = activates the human D3 dopamine receptor; P35462; D3R DiscoveRx beta-arrestin cells, luminescence, 90 min; max activation, %; 410,000 tested, 0.58% active; AID 652048; in the data active = max activation above about 30%; also: 0% is about no effect; mostly tested at two doses, the higher about 12 µM
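Agonist-mode cell screen: cells plated at 1500/well and incubated overnight at 37 °C, then exposed to library compounds for 90 min at 37 °C. Detection reagent was added for 30–60 min at room temperature, and luminescence was read.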
aSyn yeast inh = rescues yeast growth from alpha-synuclein toxicity; Yeast expressing alpha-synuclein, growth rescue, BacTiter-Glo, 24 h; AID 652106; 370,000 tested, 0.14% active; Potency, µM (highest dose often 46.1 µM), for the others: at the highest dose growth rescue (activation), hits mostly activators; also: potency is read from the fitted curve at half-maximal effect; % of control where 0% means no effect; nearly all actives have a fitted effect of over 65% in size
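Galactose-induced alpha-syn yeast (OD600=0.02, raffinose-pregrown) + pinned cpd, 24 hr, 30 deg C; growth by BacTiter-Glo luminescence. Growth restoration scores as activation.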
TDP-43 yeast inh = TDP-43 toxicity inhibition in yeast. 410,000 tested, 1.8% active. TDP-43 expressing yeast growth rescue, BacTiter-Glo, 24 h. Potency, µM (titrated, usually from 46.1 µM), for the others: at the top dose growth rescue (activation), hits mostly activators. AID 652104; also: potency is read from the fitted curve at half-maximal effect; % of control where 0% means no effect; nearly all actives have a fitted effect of over 50% in size
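Yeast expressing TDP-43 (pregrown in raffinose, seeded at OD600=0.02 in galactose medium) exposed to compounds 24 hr at 30 deg C. Growth read by BacTiter-Glo luminescence; rescue of toxicity appears as increased signal.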
EPAC2 ag = EPAC2 (human) agonism | Q8WZA2 | EPAC2 activation, biochemical qHTS; response scale: 100% = 6.5 mM cAMP response | Potency, µM (doses to about 154 µM), for inactives: top-dose activation, usual class: activators | 360,000 tested, 0.079% active | AID 720711; also: potency is read from the fitted curve at half-maximal effect; nearly all actives have a fitted effect of over 50% in size
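Readout is BODIPY fluorescence (480 nm excitation, 540 nm emission), which falls as labeled GDP is exchanged off Rap1B. EPAC2 at 100 nM acted on 250 nM RAP1B-BODIPY-GDP with 50 uM GDP present.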
FUS yeast rescue = rescues growth of FUS-expressing yeast; AID 1347120; 390,000 tested, 0.24% active; Potency, µM (series often up to 76.6 µM), without a hit: at the top dose growth rescue (activation), hits mostly activators; S. cerevisiae FUS-expressing, growth rescue, OD600, 24 h;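 also: potency is read from the fitted curve at half-maximal effect; plate controls were DMSO vehicle for no effect and reference control for full effect; nearly all actives have a fitted effect of over 55% in size; some results filed as inactive show a strong effect at the top dose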
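Quantitative HTS measuring growth restoration of FUS-toxic yeast. Galactose-induced cells (OD 0.005) were exposed 24hr at 30C to compounds at several concentrations, then absorbance at 600 nm was recorded.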
Abeta yeast res = restores growth of yeast expressing A-beta42 peptide | 410,000 tested, 0.063% active | yeast expressing A-beta42, growth rescue, OD600, 48 h; response scale: 0% DMSO, 100% iron-clioquinol control | AID 1347071 | Potency, µM (titrated, usually from 46.1 µM), inactives show top-dose growth rescue, usual class: activators; also: potency is read from the fitted curve at half-maximal effect; nearly all actives have a fitted effect of over 55% in size
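Yeast A-beta toxicity model in growth medium with pinned compounds, 48 h at 30 C; growth read as absorbance at 600 nm. Normalized to FeCl3/clioquinol equimolar mix (positive) and DMSO (negative).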
Numbers without * were called inactive; ? = inconclusive; . = no result given; [ ] = remark or other dose. Unless noted, calls follow the shape of the dose curve; as a rule, active = well fitted curve in the direction sought with a large enough effect; inconclusive = small, poorly fitted or top-dose-only effect, or another doubt; inactive = no such curve, though single readings can be large; an effect the other way counts as inactive or inconclusive. Some of the compounds tested; rates above refer to the full screens.

SMILES	EPAC2 antag	DRD3 antagonist	DRD3 agonist	aSyn yeast inh	TDP-43 yeast inh	EPAC2 ag	FUS yeast rescue	Abeta yeast res
COc1ccc(C(=O)NCC(=O)OCC(=O)N2N=C(c3ccc(Cl)cc3)CC2c2ccco2)cc1OC (stereo not given)	-10%	9	3	3%	3%	5%	?	3%
C[C@]12C(=O)N(c3ccc(Br)cc3)C(=O)N1[C@@H]1c3ccccc3OC[C@@H]1[C@H]2c1ccccc1	2%	1	3	?	-5%	9%	33%	5%
CCc1nc2n[nH]c(N)c2c2c1CSC(C)(C)C2	0%	18	2	5%	6%	5%	10%	-5%
COCC1=C(C(=O)OC)C(c2ccco2)n2ncnc2N1 (stereo not given)	4%	7	-15	-12%	0%	8%	17%	-11%
Cc1cc2ccccc2n2c(SCC(=O)Nc3ccc(S(=O)(=O)N4CCCCC4)cc3)nnc12	3%	25	11	3%	-2%	-9%	9%	7%
O=c1c(-c2ccc(F)cc2)coc2cc(O)ccc12	9%	-19	-10	-10%	-7%	4%	31%	-20%
CN(Cc1cccs1)C(=O)Cc1csc(-c2ccccc2)n1	-2%	7	-1	0%	15%	11%	30%	-12%
C/C(Cn1nnc2ccccc21)=N\OC(=O)c1cc(F)c(F)cc1Cl	1%	16	-2	-1%	0%	13%	0%	12%
CCCOc1cccc(C(=O)NCCNC(=O)c2ccco2)c1	-1%	-2	3	1%	-3%	8%	-14%	-13%
CN(CCO)C(=O)C(c1ccccc1)c1ccccc1	-3%	-15	8	-7%	4%	8%	-12%	10%
COc1ccc(NC(=O)CN2C(=O)NC3(CCCCC3C)C2=O)cc1OC (stereo not given)	12%	31	5	5%	20%	2%	.	10%
C[C@H]1CCCCO[C@@H](CN(C)S(=O)(=O)c2ccc(F)cc2)[C@@H](C)CN([C@@H](C)CO)C(=O)c2cc(NC(=O)Nc3ccc4c(c3)OCO4)ccc2O1	6%	-27	1	4%	18%	7%	?	7%
COc1ccc(S(=O)(=O)NC(=O)C2(C)CCN2C(=O)Cc2ccccc2Cl)cc1OC (stereo not given)	3%	-9	-1	-4%	5%	6%	2%	-11%
COCCn1c(C(=O)N(C)C)cc2c1C[C@H]1CN(C(=O)c3ccccc3)[C@@](Cc3ccc(F)cc3)(C(=O)OC)[C@@H]21	-2%	-24	-1	-8%	11%	1%	34%	-5%
CCCNC(=O)C1(C)CCN(Cc2cc3ccccc3o2)C1 (stereo not given)	1%	-4	-21	-4%	17%	6%	-3%	-25%
COCc1nnc(NC(=O)CS(=O)(=O)c2ccc(C)cc2)s1	10%	6	1	1%	-1%	1%	-10%	3%
CCOC(=O)C1CCN(CC(O)COc2ccc(S(=O)(=O)N3CCCC3)cc2[N+](=O)[O-])CC1 (stereo not given)	-4%	12	-9	-3%	-7%	-2%	2%	10%
COc1ccc(CC(=O)Nc2cccc3c2CCCC3)cc1	-3%	-3	1	-3%	?	9%	-14%	-9%
CCOC(=O)C1=CCN(S(=O)(=O)c2ccccc2Cl)C1c1cccc(Cl)c1 (stereo not given)	4%	0	2	7%	?	11%	35%	-1%
CC1Cc2ccccc2N1C(=O)CN1C(=O)CN(C)C(=O)c2ccccc21 (stereo not given)	1%	19	-1	-9%	-9%	6%	4%	27%
Cc1cccc2cc(C#N)c(SCC(=O)NNC(=O)Cc3ccccc3)nc12	7%	21	2	-4%	-28%	2%	1%	-6%
Cc1oc2cc(O)ccc2c(=O)c1-c1cnn(-c2ccccc2)c1	4%	14	3	8%	13%	3%	1%	20%
[O-][n+]1c2c(nn1-c1ccccc1)/C(=N/O)CCC2	2%	10	2	3%	9%	12%	11%	0%
COc1ccc(S(=O)(=O)N(C)CC(=O)NC2CCCCC2)cc1OC	-1%	10	8	-5%	-11%	5%	-2%	-1%
CCc1ccc(NC(=O)CSc2nc(=O)n(CCCN(C)C)c3c2CCC3)cc1	-11%	-14	3	-10%	-12%	3%	8%	-1%

No new results follow: entries from further up.
SMILES	EPAC2 antag	DRD3 antagonist	DRD3 agonist	aSyn yeast inh	TDP-43 yeast inh	EPAC2 ag	FUS yeast rescue	Abeta yeast res
COc1ccc(C(=O)NCC(=O)OCC(=O)N2N=C(c3ccc(Cl)cc3)CC2c2ccco2)cc1OC (stereo not given)	-10%	9	3	3%	3%	5%	?	3%
C[C@]12C(=O)N(c3ccc(Br)cc3)C(=O)N1[C@@H]1c3ccccc3OC[C@@H]1[C@H]2c1ccccc1	2%	1	3	?	-5%	9%	33%	5%

The list goes on.
SMILES	EPAC2 antag	DRD3 antagonist	DRD3 agonist	aSyn yeast inh	TDP-43 yeast inh	EPAC2 ag	FUS yeast rescue	Abeta yeast res
CCN(c1cccc(C)c1)S(=O)(=O)c1nnc(NC(=O)C2CCCCC2)s1	.	.	3	.	8%	.	0%	-10%
N#Cc1ccccc1Cn1c(=O)n(-c2ccccc2)c(=O)c2c3c(sc21)CCC3	.	.	-2	.	10%	.	-24%	4%
O=C(O)CSc1nnc(-c2ccncc2)n1C1CCCCC1	7%	20	8	-1%	16%	-1%	0%	12%
COc1cccc(CSc2nc3ccccc3[nH]2)c1	-14%	5	9	4%	0%	9%	4%	14%
CN(C)c1cccc(C(=O)NNC(=O)CSc2ccccc2)c1	1%	-14	-19	-8%	-20%	9%	11%	3%
CCOc1ccc(NC(=O)NNC(=O)c2cccnc2)cc1	-6%	11	-2	3%	-6%	-1%	6%	-4%
CCCn1nnnc1NCc1cccn1C	10%	17	-11	-7%	0%	10%	?	-1%
N#Cc1cnn(-c2cccc(Cl)c2)c1N	-1%	7	5	-1%	0%	2%	18%	14%
O=C(NCCCN1CCOCC1)c1ccc(Cl)c([N+](=O)[O-])c1	3%	-1	-2	0%	4%	7%	0%	16%
Cn1cccc1-c1nc2ccc(NC(=O)c3cccs3)cc2[nH]1	-9%	57	1	-6%	5%	11%	36%	-7%
CSc1ccc(C(=O)C2CCCN(C(=O)c3cccnc3SC)C2)cc1 (stereo not given)	-23%	54	11	20%	14%	9%	19%	-4%
COCCN1C(=O)CCC1(C)C(=O)Nc1ccc2ccccc2c1 (stereo not given)	5%	18	8	-6%	23%	13%	-24%	-3%
CCN1C(=O)[C@H]2[C@H]3CN=C(SCc4ccc(Cl)cc4)N3[C@@](CC)(C(=O)OC)[C@H]2C1=O	0%	23	3	2%	7%	4%	-27%	-3%
COc1ccccc1-n1c(SCC(=O)Nc2cccc3ccccc23)nc(O)cc1=O	6%	12	5	?	-8%	0%	29%	13%
CCN(C(=O)CSc1nnc(Nc2cccc(C)c2C)s1)C1CCS(=O)(=O)C1 (stereo not given)	-1%	3	-3	-2%	-7%	0%	4%	-1%
CCOC(=O)/C=C/c1cc(F)ccc1O	?	8	2	-6%	26%	4%	-1%	-10%
Nc1nccc(-c2cc(-c3ccc(Cl)cc3Cl)no2)n1	0%	-14	-4	-11%	?	9%	-12%	-12%
Cc1cccc(-c2oc3ccc(-c4ccc5c(c4)OCO5)cc3c2C(=O)OCc2ccc(O)cc2)c1	-4%	?	-9	-3%	-7%	16%	16%	-6%
CCCCCc1c(C)nc(SCC(=O)O)[nH]c1=O	0%	0	2	-1%	-1%	3%	.	-9%
CC1CCC(NC(=O)CN2CCN(S(=O)(=O)c3ccc(Br)s3)CC2)CC1 (stereo not given)	-5%	-15	1	1%	25%	1%	22%	-3%
Cn1cc(-c2ccccc2C(=O)O)c(=O)c2cc(Cl)ccc21	12%	-10	-21	-3%	-15%	-2%	25%	-8%
Cc1ccc2nc(SCC(=O)N3CCCC3)nc(=O)n2c1	9%	-4	0	-3%	11%	0%	10%	-4%
COc1cc([N+](=O)[O-])ccc1NC(=O)CSc1n[nH]c(C(C)C)n1	4%	13	-1	-3%	27%	2%	6%	-12%
Cc1ccc(C)c(N2CCN(S(=O)(=O)c3ccc4c(c3)oc(=O)n4C)CC2)c1	-6%	20	13	14%	18%	-6%	6%	12%
Cc1cc(C)n2c(NC3CCCCC3)c(-c3ccccn3)nc2n1	-8%	?	-13	8%	13%	10%	14%	4%
O=C(CSc1ccc([N+](=O)[O-])cn1)Nc1ccc(N2CCOCC2)cc1	-3%	5	-4	-2%	-10%	6%	22%	-2%
O=C(/C=C/c1ccc(Cl)cc1)N1CCN(c2ccccn2)CC1	-23%	-3	-8	-1%	1%	-5%	10%	-16%
COc1cc(/C=C2\C(=N)N3N=C(S(C)(=O)=O)SC3=NC2=O)ccc1OC(=O)c1ccco1	-22%	4	4	0%	11%	-4%	11%	.
O=C(NC1CCN(S(=O)(=O)c2ccccc2)CC1)c1ccccc1	1%	-19	-6	-4%	-29%	4%	-19%	-7%
O=C(O)c1ccccc1SCc1cn2cc(Br)ccc2n1	10%	8	23	-4%	0%[0.397 µM]	2%	11%	-6%
NS(=O)(=O)c1ccc(CCNC(=O)CNC(=O)COc2ccccc2)cc1	-3%	4	1	-5%	2%	7%	-28%	-6%
CC(=O)Nc1ccc(S(=O)(=O)NCC(=O)OCC(=O)NC23CC4CC(CC(C4)C2)C3)cc1	2%	2	1	4%	12%	-2%	.	18%
CC(C)(Oc1ccc(Cl)cc1)C(=O)OCn1nnc2ccccc2c1=O	?	12	1	-6%	0%	15%	21%	-9%
Cc1cc2c(cc1C)N(C(=O)CCl)CCN2C(=O)CCl	17%	?	-4	5%	?	1%	13%	-7%
CS(=O)(=O)c1ccc(Cl)c(NC(=O)CN2CCN(S(=O)(=O)/C=C/c3ccccc3)CC2)c1	-15%	19	2	6%	9%	1%	?	-10%
O=C(Nc1nccs1)c1cc(N2CCOCC2)nc2ccccc12	5%	30	6	-2%	-4%	3%	-12%	6%
OC(CNCc1ccc2c(c1)OCO2)COc1ccc(F)cc1 (stereo not given)	2%	-8	-20	0%	3%	12%	6%	5%
CCOCCn1c(CN2CCN(C(c3ccccc3)c3ccccc3)CC2)nc2c1c(=O)n(C)c(=O)n2C	-9%	-1	-11	-3%	-34%	8%	-17%	-10%
O=C(CC1(CC(=O)N2CCOCC2)CCCC1)Nc1ccc(F)cc1	4%	-1	11	0%	-9%	8%	12%	7%

Screens from PubChem BioAssay.
